# Source: PubChem (several laboratories)
# eLon inh: E. coli protease La inhibition. 360,000 tested, 0.42% active. P0A9M0. purified E. coli Lon protease, fluorescence polarization. inhibition, % at 7.94 µM; in the data active = inhibition above about 13%, passing the limit was not always enough;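 note: 0% = enzyme with probe and DMSO and 100% = no enzyme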
# Target sequence (P0A9M0 whole entry, looked up): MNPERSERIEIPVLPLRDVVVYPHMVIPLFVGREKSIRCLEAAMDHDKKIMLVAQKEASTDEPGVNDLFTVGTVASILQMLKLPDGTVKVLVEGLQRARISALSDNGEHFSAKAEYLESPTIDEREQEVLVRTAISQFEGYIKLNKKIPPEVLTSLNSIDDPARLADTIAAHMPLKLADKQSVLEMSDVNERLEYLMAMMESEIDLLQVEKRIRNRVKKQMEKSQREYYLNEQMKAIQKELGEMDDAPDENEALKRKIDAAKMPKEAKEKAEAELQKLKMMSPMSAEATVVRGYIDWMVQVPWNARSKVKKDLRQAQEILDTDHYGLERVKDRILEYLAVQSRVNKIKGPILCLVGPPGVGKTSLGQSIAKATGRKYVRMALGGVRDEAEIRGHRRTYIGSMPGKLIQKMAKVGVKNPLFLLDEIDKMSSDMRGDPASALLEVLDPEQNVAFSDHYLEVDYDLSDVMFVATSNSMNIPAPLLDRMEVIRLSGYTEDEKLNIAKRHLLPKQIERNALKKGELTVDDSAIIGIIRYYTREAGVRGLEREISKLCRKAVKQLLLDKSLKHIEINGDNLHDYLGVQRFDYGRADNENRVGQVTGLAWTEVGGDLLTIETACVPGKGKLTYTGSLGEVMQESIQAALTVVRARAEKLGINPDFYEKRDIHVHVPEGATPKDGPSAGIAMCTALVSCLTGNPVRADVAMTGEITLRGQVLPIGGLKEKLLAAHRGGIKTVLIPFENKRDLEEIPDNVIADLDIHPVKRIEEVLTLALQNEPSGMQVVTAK
# MsrA inhibitor: inhibits bovine methionine sulfoxide reductase A; purified bovine MsrA, absorbance read-out; inhibition, % at 15.5 µM; 360,000 tested, 0.75% active; in the data active = inhibition above about 4.5%;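 note: 0% = vehicle wells with enzyme and 100% = reference inhibitor wells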
# TbMetRS inhib: Trypanosoma brucei MetRS inhibition. purified T. brucei MetRS, ATP depletion, Kinase-Glo luminescence. 360,000 tested, 0.4% active. inhibition, % at 11.9 µM;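 active = inhibition above a per-plate cutoff of the control wells' mean inhibition plus 3 SD, cut at about 5.5% in these data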;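 note: 0% = DMSO wells median and 100% = median of wells with control inhibitor compound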
#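 System: purified T. brucei MetRS enzyme / Detection: Kinase-Glo luciferase luminescence reporting remaining unconsumed ATP / Medium: HEPES buffer with MgCl2, KCl, DTT, spermine, BSA, pyrophosphatase / Replication: singlicate, one well per compound / Evaluation: percent inhibition relative to median high and low control wells / Schedule: 2 h aminoacylation at 25 °C after 15 min preincubation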
# CendR NRP1 mod: NRP-1/CendR interaction modulation | O14786 | FAM-RPARPAR peptide binding to NRP-1, fluorescence polarization | inhibition, % at 25 µM | 360,000 tested, 0.85% active;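 active = inhibition or corrected inhibition above about 18%, plus a signal ratio from 0.5 to 1.5, limit read from the data, passing the limit was not always enough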; note: strong numbers were not always called active
# LMPTP block: LMPTP (human) inhibition; recombinant LMPTP-A, OMFP fluorogenic substrate, fluorescence intensity; inhibition, % at 20 µM; 360,000 tested, 0.22% active;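 active = compounds that cut the enzyme signal by at least half of the control window in the single-dose screen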;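 note: plate controls were DMSO wells with enzyme plus substrate for no effect and substrate without enzyme for full effect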
# Target sequence (P24666 whole entry, looked up): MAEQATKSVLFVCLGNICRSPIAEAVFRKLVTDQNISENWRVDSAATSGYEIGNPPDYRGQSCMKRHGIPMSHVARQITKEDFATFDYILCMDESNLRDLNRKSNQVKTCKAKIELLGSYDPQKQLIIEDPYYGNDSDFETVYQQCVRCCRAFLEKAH
#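 Buffer or medium: Bis-Tris pH 6.0, DTT, detergent; Assay system: LMPTP-A enzyme; Quantity: 0.625 nM enzyme; Detection: endpoint fluorescence intensity; Times: 50 min dark incubation at room temperature; Controls: substrate-only low control, DMSO enzyme-plus-substrate high control; Doses: single 20 µM dose; Read-out: percent inhibition versus substrate-only and uninhibited controls; Reagent: 400 µM OMFP.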
# DNMT1 inh: inhibitors of human DNMT1; P26358; DNMT1 molecular beacon, Hinp1I cleavage, fluorescence; inhibition (reported as % activation of signal), % at 10 µM; 360,000 tested, 0.83% active; in the data active = inhibition above about 50%
# bovine MsrA act: bovine methionine sulfoxide reductase A activation; purified bovine MsrA, absorbance read-out; activation, % at 10.6 µM; 360,000 tested, 0.3% active; AID 602163; in the data active = activation above about 7.5%;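 note: 0% = vehicle and 100% = reference activator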
# SUMO1 PPI mod: alters human SUMO1 binding to SIM partners. SUMO1 binding to a labelled peptide, TR-FRET, 1 h. inhibition, % at 20 µM. 360,000 tested, 0.33% active. AID 602429; in the data active = inhibition above about 37%
# Target sequence (P63165 whole entry, looked up): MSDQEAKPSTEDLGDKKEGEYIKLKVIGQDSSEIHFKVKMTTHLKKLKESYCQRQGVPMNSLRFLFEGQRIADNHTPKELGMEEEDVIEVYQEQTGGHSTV
# Scp-1 inhibitor: blocks human Scp-1 phosphatase activity; Q9GZU7; Recombinant Scp1, phosphopeptide, malachite green phosphate absorbance; inhibition, % at 20 µM; 340,000 tested, 0.88% active;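 active = inhibition above about 50% at 20 µM, limit read from the data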;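 note: plate controls were DMSO wells with enzyme for no effect and wells lacking enzyme for full effect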
#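 System: truncated SCP-1 phosphatase (76-261aa); medium: Tris acetate buffer pH 5.5 with MgCl2 and Tween-20; incubation: 45 min room-temperature reaction, 5 min colour, 30 min stabiliser; compound: single 20 µM dose, 1% DMSO; reagent: Phosphorylated 17-residue peptide substrate; read-out: % inhibition at 20 µM; technique: colorimetric free-phosphate detection, absorbance 630 nm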
# STEP inh: STEP (human) phosphatase inhibition. inhibition, % at 20 µM. P54829. AID 588621. recombinant STEP, OMFP fluorogenic substrate, fluorescence. 360,000 tested, 0.25% active;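 active = inhibition at 20 µM, scaled per plate between control wells, above about 37%, limit read from the data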;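 note: 0% = DMSO with enzyme and substrate and 100% = substrate only without enzyme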
#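 System: STEP phosphatase, cell-free reaction; Buffer or medium: Bis-Tris pH 6.0 buffer with DTT, detergent; Incubation: 20 min at room temperature, dark; Measured by: fluorescence, 480/540 nm.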
# * hit, by the source's call; nt = no result given.
SMILES,eLon inh,MsrA inhibitor,TbMetRS inhib,CendR NRP1 mod,LMPTP block,DNMT1 inh,bovine MsrA act,SUMO1 PPI mod,Scp-1 inhibitor,STEP inh
COc1ccccc1NC(=O)CSc1nnc(C)n1CC1CCCO1 (stereo not drawn),-8,0.2,-1.5,15,-2.5,4,-10,-1,-5,4
CC1Cc2ccccc2N1CC(=O)N(C)c1c(N)n(Cc2ccccc2)c(=O)[nH]c1=O (stereo not drawn),-41,0.5,0.0,-43,-0.9,-7,-4,-13,-6,-3
CN(CCO)c1c2c(nc3cc(-c4cccc(F)c4)nn13)CCCC2,4,1.0,-0.4,8,-2.0,-3,-1,5,-16,-1
CCn1c(=O)c(C(=O)CN2CCN(Cc3ccc4c(c3)OCO4)CC2)c(N)n(Cc2ccccc2)c1=O,-2,-0.2,-0.1,-4,0.3,-2,-2,-2,-6,3
N#Cc1ccc(-c2cccs2)nc1SCc1cccnc1,5,-1.0,-0.2,-8,4.4,-11,-3,-9,-3,-5
O=C(CCn1c2c(c3ccccc31)CCCC2)NNC(=O)c1ccccc1[N+](=O)[O-],-6,-0.7,0.5,6,0.4,1,-4,-9,-5,6
CCOC(=O)C1=C[C@@H](C)N(S(=O)(=O)c2ccc(C)cc2)[C@H]1c1ccccc1,-9,-0.5,-0.3,8,0.3,2,0,4,nt,2
CC(C)(C)c1ccc(NC(=O)NC2CCCc3ccccc32)cc1 (stereo not drawn),7,-0.4,-0.2,2,1.5,0,-4,-1,-14,0
CCCNC(=O)C1(C)CCN(Cc2ccc(-c3ccccc3)o2)C1 (stereo not drawn),-15,-0.2,0.3,-21,1.2,6,-2,-2,nt,2
COc1cc(C(=O)O/N=C2\C=CC(=O)C=C2C)cc(OC)c1OC,-5,0.2,1.4,-11,-0.1,-1,-3,-15,-1,-1
CCc1cccc(CC)c1NC(=O)c1cccc(N)c1,-6,0.1,-0.4,-12,-0.7,1,-4,37,-9,-2
CC1SCC(=O)N(CC(=O)Nc2ccc3c(c2)OCCO3)C1=O (stereo not drawn),8,-0.9,-1.4,-1,-1.4,1,-5,5,-5,3
COCCCNc1nc(-c2ccncc2)nc2ccccc12,-1,2.0,-1.8,10,11,4,-6,0,-5,0
COC(=O)CNC(=O)c1c(-c2c(Cl)cccc2Cl)noc1C,6,-0.8,0.0,2,-0.2,0,-2,2,55*,-6
COc1oc(-c2ccccc2C)nc1C(F)(F)F,-1,2.2,-0.4,15,-0.5,10,-6,0,-5,-5
CCOC(=O)C1=CCN(S(=O)(=O)c2ccccc2C)C1c1ccccc1 (stereo not drawn),2,1.0,-1.7,6,1.1,-7,-9,3,nt,-2
CCN1C(=O)C(CC(=O)Nc2cc(C)ccc2C)SC1=Nc1ccc(S(N)(=O)=O)cc1 (stereo not drawn),1,1.1,0.3,-20,-1.6,0,-3,2,-11,1
O=C(NCc1ccccc1)c1ccc(N2CCC3(CC2)CC(c2ccc(Cl)cc2)=NO3)c([N+](=O)[O-])c1,2,0.0,-0.2,31*,3.0,11,-3,-1,-4,2
CCN(Cc1ccncc1)C(=O)c1ccc(C)c(S(=O)(=O)N2CCCCC2)c1,-6,-0.3,0.2,-1,0.3,0,2,-6,-3,-2
Cc1ccc(NC(=O)CSc2ncn[nH]2)cc1,0,-1.3,0.1,-7,-0.8,6,-2,2,-7,2
NC(=O)c1oc2ccccc2c1NC(=O)C1CCCCC1,0,0.0,-0.6,0,0.0,1,-1,-4,-12,-2
O=c1c2cc(F)ccc2sn1-c1ccccc1,12,0.3,-0.2,3,-1.8,-7,15*,-1,92*,1
CC[C@H](CO)Oc1cc(NCc2cccc(N)c2)c2ncn(C(C)C)c2c1,-8,-1.0,0.3,-6,2.8,nt,0,-2,nt,nt
CN(CC(=O)Nc1cccc(F)c1)C(=O)c1cc(-c2ccco2)nc2ccccc12,-38,0.3,-0.2,-23,34,87*,-8,11,83*,16
Clc1cccc(/C=N\Nc2nccs2)c1,-2,2.6,-0.6,-17,1.7,-17,-2,-5,-5,-1
COC(=O)CCSCc1cn2cc(Cl)ccc2n1,-5,0.8,-0.2,8,-0.6,0,1,-2,-10,-1
COc1ccc(C(=O)Nc2cccc(-c3nc4ncccc4o3)c2C)cc1OC,-7,0.5,-0.6,3,-1.0,-3,-11,6,-1,1
O=C(C1COc2ccccc2O1)N1CCN(c2ccccc2)CC1 (stereo not drawn),2,0.6,-0.7,-7,-1.1,-2,-6,0,-6,2
Cc1noc(C)c1COc1ncnc2ccccc12,3,-0.6,-0.7,12,-0.4,4,-4,1,0,2
CC1=C(C(=O)NC2CCCCC2C)C2(CCC(C)CC2)OC1=O (stereo not drawn),-1,-1.2,0.0,-2,-1.9,2,2,0,-7,0
CCOc1ccc(S(=O)(=O)Nc2ccc3c(c2)n(C)c(=O)n3C)cc1,8,0.0,-0.7,12,0.3,0,-6,8,-8,-1
O=C(CSc1nc2ccccc2s1)N/N=C/c1ccc(C(=O)O)cc1,7,-0.8,-0.7,-4,-0.9,-1,-9,-4,-9,0
CCOc1ccccc1CNCCOC,-4,-0.6,-0.7,-1,-1.3,1,0,3,-7,8
O=C(Nc1nnc(SCc2ccccc2)s1)c1cccc([N+](=O)[O-])c1,0,1.3,-1.1,-2,-1.1,2,-10,-19,-4,-2
CN(Cc1cn[nH]c1-c1ccc(-c2ccccc2)cc1)CC1CCOCC1,-4,-0.8,-0.9,-10,-0.4,-5,-4,0,2,-1
Fc1cccc(Cl)c1/C=N/Nc1c(Cl)cncc1Cl,-1,-0.7,-0.6,13,1.2,6,2,-2,16,2
CC1CCCN(c2ccc(C(=O)NCc3ccc4c(c3)OCO4)cc2[N+](=O)[O-])C1 (stereo not drawn),11,1.5,0.8,-2,5.0,-4,-3,-15,-4,2
O=C(CSc1ccc(-c2ccco2)nn1)N1CCCCC1,1,1.2,-1.7,10,0.5,2,-12,4,10,1
COc1ccc2cc1Oc1ccc(cc1)C[C@H]1c3cc(c(OC)cc3CCN1C)Oc1c(OC)c(OC)cc3c1[C@H](C2)N(C)CC3,0,-0.4,-1.2,-3,8.8,-7,3,-12,-3,0
CCOc1ccc(NC(=O)C2CCN(C(=O)NC3CCCCC3)CC2)cc1,7,-0.4,-0.6,8,0.4,-1,-2,0,-2,-1
OC1CN=C2C=CC=CN2C1 (stereo not drawn),3,0.1,-0.2,-4,-2.4,-1,0,-1,-7,-2
O=C(c1cccc(C(F)(F)F)c1)N1CCC2(CC1)NCCc1[nH]cnc12,-13,0.8,0.1,4,-0.6,0,-3,4,-7,-2
CCOC(=O)[C@]12CCC=C1N(Cc1ccc3c(c1)OCO3)C(=O)[C@H](CC(=O)N1CCN(C(=O)c3ccco3)CC1)C2,2,1.9,-0.5,0,-0.7,nt,-6,-1,nt,nt
CCc1ccc(CN(C)CC(=O)Nc2ccc(S(=O)(=O)N3CCOCC3)cc2)cc1,16,0.9,-0.3,5,0.3,-2,7,4,-6,1
CCNC(=O)c1cc2c(c(-c3cccc(-c4cncnc4)c3)n1)[C@@H](CCO)N(C(C)=O)C2,-1,1.1,-0.3,9,-0.5,nt,2,10,nt,nt
COc1ccc(CC(=O)NNC(=O)CSc2ccc(C)cc2)cc1,5,0.2,0.0,-5,-1.6,1,-2,-1,-4,-2
CC1CCN(C(=O)Cn2nc(C(F)(F)F)c3c2CCCC3)CC1,7,0.9,-0.9,-5,-0.6,0,2,-1,-2,-1
CC(=O)NNC(=O)CSc1nnc(-c2ccccc2)c(-c2ccccc2)n1,-6,0.4,0.3,-9,-1.1,-10,-1,2,15,3
CCOC(=O)CNC(=O)CSc1ccc2nnc(-c3ccc(F)cc3)n2n1,-2,1.1,-0.6,7,-2.9,-1,2,2,2,3
CCSc1nnc(NC(=O)CCc2ccccc2)s1,-4,-1.6,0.4,15,-1.4,-2,-1,-2,-9,-1
COc1ccc(C)c2sc(N3CCCC3)nc12,-1,0.4,-0.5,-6,0.4,0,1,2,2,0
CCCS(=O)(=O)Nc1cc(C(F)(F)F)ccc1OCCOC,3,-0.7,-0.4,-13,-1.2,-8,0,0,-11,-3
Cc1noc(C)c1S(=O)(=O)N1CCC(C(=O)NCCc2ccc(S(N)(=O)=O)cc2)CC1,-13,1.1,-0.6,1,-0.5,0,-3,-2,0,0
Cc1n[nH]c(C)c1CN(C)C(=O)c1cc(COc2ccc(F)c(F)c2)on1,-3,2.0,0.1,7,-1.4,1,-3,4,-8,0
CC1CN(c2ccc(Oc3ccccc3)cc2)c2nc3c(c(=O)[nH]c(=O)n3C)n2C1 (stereo not drawn),4,-0.1,-1.1,2,-0.7,-1,-2,-2,-12,-3
Cc1ccc(C)n1-n1cnc2scc(-c3cccs3)c2c1=O,0,5.5*,-0.2,4,0.2,-5,-2,0,-4,4
Cc1cc(C2=CC(=O)C[C@H](c3ccc(F)cc3)C2)ccc1F,-2,0.6,-0.6,-2,4.3,-1,-2,-5,nt,3
COc1ccc(CNS(=O)(=O)c2ccc3c(c2)NC(=O)C(C)S3)cc1 (stereo not drawn),3,1.5,0.1,10,2.0,2,-3,5,-2,-1
O=C(Cn1nc2ccccc2n1)N/N=C/c1cc(Cl)cc([N+](=O)[O-])c1O,-1,-0.3,-0.1,7,4.3,-4,-2,-6,44,2
Cc1ccc(N=C2SCCCN2C(=O)c2ccco2)cc1Cl,-4,0.7,0.4,8,4.2,5,-6,2,6,0
COc1cc(CCC(=O)OCC(=O)Nc2ccccc2C(C)C)cc(OC)c1OC,-6,-1.4,-0.7,1,1.1,0,-3,-2,-8,-1

# One compound at a time, from the list above. Values in the order: eLon inh	MsrA inhibitor	TbMetRS inhib	CendR NRP1 mod	LMPTP block	DNMT1 inh	bovine MsrA act	SUMO1 PPI mod	Scp-1 inhibitor	STEP inh
# OC1CN=C2C=CC=CN2C1 (stereo not drawn) is listed with 3	0.1	-0.2	-4	-2.4	-1	0	-1	-7	-2
# Cc1ccc(NC(=O)CSc2ncn[nH]2)cc1 is listed with 0	-1.3	0.1	-7	-0.8	6	-2	2	-7	2

# Copied from the list.
# Entry of Cc1cc(C2=CC(=O)C[C@H](c3ccc(F)cc3)C2)ccc1F in STEP inh: 3
# Entry of Fc1cccc(Cl)c1/C=N/Nc1c(Cl)cncc1Cl in CendR NRP1 mod: 13
# Entry of CCOc1ccccc1CNCCOC in TbMetRS inhib: -0.7
# Entry of O=C(Nc1nnc(SCc2ccccc2)s1)c1cccc([N+](=O)[O-])c1 in LMPTP block: -1.1
# Entry of CCOC(=O)CNC(=O)CSc1ccc2nnc(-c3ccc(F)cc3)n2n1 in STEP inh: 3
